Compound activity: PubChem BioAssay, The Scripps Research Institute Molecular Screening Center
CHRM1 agonist: activates human CHRM1 receptor | P11229 | CHO-K1 hM1, Fluo-8 calcium fluorescence, agonist mode; 0% DMSO, 100% acetylcholine EC100 | activation, % at 3 µM | actives 0.33% (n = 360,000) | AID 588814;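 active means activation above the run's mean compound activation plus 3 SD, cut at about 16% in these data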;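 further: peak over basal fluorescence ratio within a 140 s kinetic read after compound addition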
TAAR1 antag: human TAAR1 antagonism; Q96RJ0; CHO RD-HGA16 TAAR1, Fluo-8 calcium fluorescence, antagonist; inhibition, % at 3 µM; actives 1.5% (n = 360,000); AID 624466;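 active means inhibition above a per-plate cutoff, the mean inhibition of test compounds on that plate plus 3 SD, cut at about 49% in these data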;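 further: 0% = DMSO plus EC80 beta-PEA response and 100% = DMSO alone without agonist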
Target sequence (Q96RJ0 whole entry, looked up): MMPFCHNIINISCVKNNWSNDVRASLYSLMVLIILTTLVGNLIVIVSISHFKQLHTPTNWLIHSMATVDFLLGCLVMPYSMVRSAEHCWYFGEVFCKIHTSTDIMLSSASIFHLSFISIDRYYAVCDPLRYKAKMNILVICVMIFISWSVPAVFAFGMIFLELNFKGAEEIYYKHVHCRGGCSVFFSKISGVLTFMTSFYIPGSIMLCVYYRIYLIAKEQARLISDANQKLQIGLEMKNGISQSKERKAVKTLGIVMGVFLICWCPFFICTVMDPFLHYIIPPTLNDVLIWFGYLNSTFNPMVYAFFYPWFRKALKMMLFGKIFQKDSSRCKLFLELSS
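System: CHO RD-HGA16 cells bearing hTAAR1. Reagent: EC80 β-phenethylamine stimulus. Schedule: seeding 17-24 h prior, 75-min 37 °C, 30-min RT dye loading. Signal: Fluo-8 intracellular calcium dye fluorescence, real-time kinetic reads. Read-out: % inhibition from peak post-agonist over basal fluorescence ratio. Benchmarks: vehicle wells and EC80 agonist wells. Replicates: n of 1.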
V1R ag counter: activates human V1a receptor in oxytocin agonist counter-screen; CHO-V1R cells, Fluo-8 calcium fluorescence, agonist mode; 0% DMSO, 100% 3 nM vasopressin; activation, % at 3 µM; actives 0.25% (n = 320,000); AID 2797;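 active means activation above the mean activation of all tested compounds plus 3 SD, per screening run, cut at about 20% in these data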;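 further: signal is peak over basal fluorescence ratio across a 100 second FLIPR read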
M1 antag: blocks human M1 muscarinic receptor; AID 588852; inhibition, % at 3 µM; CHO-K1 hM1, Fluo-8 calcium fluorescence, ACh EC80 antagonist; actives 1.3% (n = 360,000); P11229;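 active means percent inhibition above its own plate's cutoff, namely the mean of that plate's compound wells plus 3 SD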;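 further: peak over basal fluorescence ratio during 140 s after agonist addition; 0% = ACh EC80 plus DMSO and 100% = DMSO alone without agonist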
TAAR1 ag: agonists of human TAAR1; Q96RJ0; CHO RD-HGA16 TAAR1, Fluo-8 calcium fluorescence; vehicle wells 0%, saturating PEA agonist 100%; activation, % at 3 µM; actives 0.99% (n = 360,000); AID 624467;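 active means activation above the mean activation of all test compounds in the run plus 3 SD, cut at about 38% in these data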
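Test system: RD-HGA16 (CHO) cells co-expressing Gα16 and hTAAR1 / Benchmarks: DMSO vehicle as 0%, PEA at EC100 as 100% / Repeats: no replicates (n 1) / Measure: % activation from peak over basal fluorescence ratio, DMSO-to-PEA scaled / Timing: 17-24 h plating, Fluo-8 75 min 37 °C, 30 min RT / Technique: kinetic Fluo-8 calcium fluorescence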
M1 PAM: positive allosteric modulators of human M1 muscarinic receptor. P11229. CHO-K1 hM1, Fluo-8 calcium fluorescence, ACh EC20; 0% = ACh EC20, 100% = maximal ACh. activation, % at 3 µM. actives 0.088% (n = 360,000). AID 588819; in the data active means activation above about 19%, passing the limit was not always enough
CHO parental Ca: counter-screen: ATP calcium response change in parental CHO cells; inhibition, % at 5.6 µM; AID 463079; parental CHO-K1, ATP-induced calcium, Fluo-8 fluorescence; actives 0.63% (n = 330,000);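 active means inhibition above that plate's mean sample inhibition plus 3 SD, cut at about 26% in these data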;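 further: 0% = ATP-challenged DMSO wells and 100% = DMSO wells without ATP; some compounds past the cut are filed as inactive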
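Material: parental CHO cells / Compound: single nominal dose of 5.6 µM per compound / Signal: Fluo-8 fluorescence / Replicates: singlicate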
OXTR potentiate: human OXTR potentiation | activation, % at 3 µM | actives 0.061% (n = 320,000) | P30559 | CHO-OTR cells, Fluo-8 calcium fluorescence, potentiator mode; 0% = oxytocin EC15, 100% = EC100;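 active means activation above that plate's cutoff, the mean activation of tested compounds plus 3 SD, cut at about 6.6% in these data, passing the limit was not always enough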;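 further: 100% uses oxytocin at 75 nM as the full agonist control; some results filed as inactive read as strong as hits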
Target sequence (P30559 whole entry, looked up): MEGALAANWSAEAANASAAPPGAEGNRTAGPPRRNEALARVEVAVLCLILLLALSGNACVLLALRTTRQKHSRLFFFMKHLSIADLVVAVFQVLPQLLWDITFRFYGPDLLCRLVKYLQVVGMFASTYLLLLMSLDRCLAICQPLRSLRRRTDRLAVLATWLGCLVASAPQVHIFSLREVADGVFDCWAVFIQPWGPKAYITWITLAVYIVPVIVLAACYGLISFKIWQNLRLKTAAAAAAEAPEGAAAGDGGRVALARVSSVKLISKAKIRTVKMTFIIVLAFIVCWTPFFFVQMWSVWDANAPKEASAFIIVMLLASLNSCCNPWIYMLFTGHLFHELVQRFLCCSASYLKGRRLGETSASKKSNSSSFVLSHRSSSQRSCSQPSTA
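Assay system: CHO-OTR cells, human receptor / Also added: oxytocin at about EC15, sub-maximal agonist stimulus / Dosing: single dose, 3.0 µM nominal final compound concentration / Incubation: 6 min pre-incubation, 100 s read / Technique: Fluo-8 calcium dye fluorescence / Read-out: % activation vs EC15 and EC100 oxytocin / Benchmarks: EC15 oxytocin low, 75 nM oxytocin high / Replicates: singlicate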
OXTR agonist: human OXTR agonism | P30559 | CHO-OTR cells, Fluo-8 calcium fluorescence; normalized: DMSO 0%, oxytocin 100% | activation, % at 3 µM | actives 0.32% (n = 320,000) | AID 2435;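 active means activation above the mean of all tested compounds plus 3 SD, cutoff set per screening run, cut at about 20% in these data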;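 further: peak over basal fluorescence ratio from a 100 s FLIPR kinetic read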
* marks the source's active call; other numbers are inactive results; · = no result given.

Every second line gives: V1R ag counter | M1 antag | OXTR agonist | TAAR1 antag | CHRM1 agonist | OXTR potentiate | TAAR1 ag | M1 PAM | CHO parental Ca
1: O=C1CCC(C(=O)N2CCc3ccccc3C2)CN1CCCN1CCOCC1 (configuration not stated)
 : 0.3 | -17 | 0.6 | 13 | -6 | -4 | 1 | 15 | 2
2: Cc1nc(C)c(-c2ccccc2)c(=O)[nH]1
 : 0.8 | -14 | 1.1 | -2 | -3 | -3 | 6 | 5 | 4
3: CCOC(=O)c1sc2ncn(/N=C/c3ccc(O)cc3)c(=O)c2c1C
 : 0.6 | 2 | 1.3 | -12 | -4 | -7 | 1 | 1 | -5
4: COc1ccc(NC(=O)C[C@H]2C(=O)N(CCc3ccccc3)C[C@@H]2CSC)cc1
 : · | -15 | · | 1 | -1 | · | 0 | 13 | ·
5: CCOc1ccccc1N=Cc1c(O)c2ccccc2oc1=O
 : -0.6 | -7 | -1.5 | 1 | -5 | 4 | 6 | 4 | -19
6: CC(C)(C)C1CC=C2C(C#N)=C(N)C(C#N)(C#N)C(c3cccs3)C2C1 (configuration not stated)
 : 2.7 | · | -0.1 | · | · | -16 | · | · | -23
7: Cc1nn(-c2ccccn2)c2nc(-c3cccs3)cc(C(=O)N3CCOCC3)c12
 : 0.0 | -18 | 0.2 | 22 | -2 | -10 | 2 | 11 | -13
8: CCN1C(=O)c2cccc3c(S(=O)(=O)Nc4ccccc4)ccc1c23
 : 3.0 | 9 | 1.4 | · | 1 | -7 | · | -1 | -25
9: CN(C)CCCN(C(=O)c1ccc2c(c1)OCCO2)c1nc2cc3c(cc2s1)OCO3
 : 0.7 | -9 | 1.5 | -15 | -5 | -3 | 9 | 9 | -8
10: O=C(COc1ncnc2sccc12)NC1CCS(=O)(=O)C1 (configuration not stated)
 : 1.3 | -14 | 0.6 | -28 | -1 | -3 | -1 | 12 | -10
11: COc1ccc2[nH]c(=O)c(C(c3nnnn3CC3CCCO3)N3CCCCC3)cc2c1 (configuration not stated)
 : 0.5 | 1 | -1.2 | 0 | -3 | -1 | 5 | 4 | -20
12: Cc1ccc(NC2=CC(=O)CC(C)(C)C2)c(N)c1
 : 0.0 | -14 | -1.2 | 13 | -2 | -14 | 11 | -1 | -20
13: CC1(Cc2cccc(C#N)c2)C(=O)Nc2c(Cl)cccc21 (configuration not stated)
 : · | -15 | · | -10 | -2 | · | 1 | 11 | ·
14: CC(C)(C)OC(=O)N1CCC(NC(=O)c2[nH]cnc2C(=O)Nc2ccccc2F)CC1
 : · | -5 | · | -4 | -2 | · | 2 | 2 | ·
15: Cc1nc2c(sc(=S)n2Cc2ccco2)c(=O)n1CC(=O)Nc1cc(F)ccc1F
 : 1.4 | 7 | 2.2 | -8 | -3 | -17 | -1 | -3 | 0
16: Cc1cc(C(F)F)n2nc(C(=O)Nc3sc4c(c3C#N)CCC(C)C4)nc2n1 (configuration not stated)
 : 1.4 | 1 | 0.7 | 10 | 1 | -6 | 11 | 2 | -12
17: COc1ccc(Oc2nc(C)cc(C)c2C#N)cc1
 : 0.2 | -1 | -1.7 | -6 | -7 | 4 | 5 | -1 | -16
18: Cc1cccc(C(=O)OCC(=O)NCC(C)C)c1O
 : 1.0 | -14 | 0.5 | -11 | -3 | -11 | 7 | 12 | -8
19: O=C(/C=C/Nc1cccc(O)c1)c1ccccc1
 : 0.8 | -7 | 1.6 | 10 | -4 | -4 | 4 | 4 | -13
20: CNC(=O)c1ccc(Nc2nnc(-c3ccc(C)c(S(N)(=O)=O)c3)c3ccccc23)cc1
 : -0.5 | -9 | -0.4 | -20 | -4 | -9 | 5 | 8 | 9
21: Cc1ccn2c(Nc3ccccc3C)c(-c3ccccn3)nc2c1
 : -1.8 | 2 | -2.0 | -6 | -8 | -5 | 7 | -8 | -34
22: COC(=O)c1ccc(CNC(=O)C(C)N=C2NS(=O)(=O)c3ccccc32)cc1 (configuration not stated)
 : · | -2 | · | 4 | -3 | · | 1 | 4 | ·
23: CCCn1c(NC(=O)CCNC(=O)c2ccccc2Cl)nc2ccccc21
 : 0.6 | 12 | -0.9 | 8 | -4 | -10 | 2 | -5 | -15
24: CCOc1cc(N2CCOCC2)c(OCC)cc1NC(=O)CN1C(=O)NC(C)(C2CC2)C1=O (configuration not stated)
 : -0.5 | -16 | -1.1 | 14 | -3 | -5 | 4 | 10 | -4
25: N#C/C(=C/c1ccc(-c2ccc(S(N)(=O)=O)cc2)o1)c1nc2ccccc2s1
 : 51* | 60* | 38* | 25 | 54* | -10 | 20 | -22 | 64*
26: O=C(NC1CCCCC1)C1CC(=O)N(c2ccccc2)C1 (configuration not stated)
 : 0.5 | -3 | 1.0 | -4 | -1 | 0 | -1 | 10 | -6
27: C/C(=N/NC(=O)c1cc(C(C)C)[nH]n1)c1cccs1
 : -1.0 | -7 | -1.3 | -5 | -4 | 0 | 0 | 3 | -7
28: COCCCn1c(=N)c(C(=O)NCC2CCCO2)cc2c(=O)n3ccccc3nc21 (configuration not stated)
 : 0.1 | -24 | -0.5 | -2 | -5 | -9 | 10 | 5 | -18
29: CCOC(=O)CC(=O)CSC1=C(C#N)C(c2ccccc2OC)CC(=O)N1 (configuration not stated)
 : 0.7 | -28 | -0.2 | -1 | -5 | -11 | 7 | -3 | -8
30: c1cnc2c(c1)ncc1cscc12
 : 0.7 | 1 | 0.4 | 19 | -6 | -5 | -1 | -2 | 1
31: COc1ccccc1-n1c(C)nnc1SCC(N)=O
 : 1.0 | -2 | 4.2 | 1 | -2 | -13 | 13 | 0 | -3
32: CCCS(=O)(=O)N1CCN(c2ccccn2)CC1
 : -0.5 | -4 | 0.0 | -5 | -5 | -3 | 6 | 9 | -6
33: CCC(C)(C)C1CCC2(CC1)NC(=O)N(CC(=O)NCCc1ccc(OC)c(OC)c1)C2=O (configuration not stated)
 : -0.1 | -2 | 0.5 | -7 | -2 | -6 | 4 | -2 | -17
34: CSc1cccc(NC(=O)CNC(=O)C2CCCCC2)c1
 : 0.3 | -17 | -0.2 | -7 | -2 | -6 | 3 | 12 | -4
35: CCc1ccc(NS(=O)(=O)c2ccc(OC)c3ncccc23)cc1
 : 8.7 | 4 | 3.7 | -4 | -1 | -13 | 10 | 2 | -5
36: COc1ccc(CNC(=O)c2cc(C)nn2-c2ccccc2)cc1
 : 0.1 | 1 | 0.0 | -2 | -4 | -2 | 3 | 3 | -12
37: Cc1cc(CNC(=O)COc2ccc(C)c(C)c2)c2ccccc2n1
 : 2.4 | 2 | 0.2 | -8 | -4 | -20 | 1 | -7 | -4
38: Cc1cc(C)cc(OCCCCn2cncn2)c1
 : 0.1 | -20 | -0.4 | -22 | -5 | -1 | 1 | 11 | 7
39: C=CCn1cc(C(=O)NCCCOC)c(=O)c2cc(S(=O)(=O)N(CC)CC)ccc21
 : 0.8 | 3 | -0.4 | 17 | -4 | -3 | 0 | 2 | -13
40: CC(=O)N1CCC2(CC1)CC(=O)c1cc(Cl)ccc1O2
 : 0.2 | -4 | 0.0 | 6 | -7 | 2 | 11 | 4 | -13
41: COc1ccc(OC)c(/C=N/NC(=O)c2cc(-c3ccc(C)o3)nc3ccccc23)c1
 : -0.2 | 36 | -0.8 | 37 | -3 | -7 | 8 | -15 | -23
42: CC(=O)Nc1ccc(S(=O)(=O)N[C@H](C(=O)O)C(C)C)cc1
 : 0.3 | 3 | 0.5 | 2 | -2 | -6 | 8 | -3 | 1
43: COc1cc(C(=O)N2CCN(C(=O)CC(C)C)CC2)cc(OC)c1OC
 : 0.5 | -32 | -0.3 | -15 | 4 | -4 | 2 | 10 | -3
44: COc1ccc2cc(C3(C)NC(=O)N(CC(=O)NCc4ccco4)C3=O)ccc2c1 (configuration not stated)
 : 1.3 | -2 | -1.2 | 1 | -5 | -1 | 9 | 1 | -28

Compound profiles, from the list above. Values in the order: V1R ag counter	M1 antag	OXTR agonist	TAAR1 antag	CHRM1 agonist	OXTR potentiate	TAAR1 ag	M1 PAM	CHO parental Ca
CCC(C)(C)C1CCC2(CC1)NC(=O)N(CC(=O)NCCc1ccc(OC)c(OC)c1)C2=O (configuration not stated) as listed: -0.1	-2	0.5	-7	-2	-6	4	-2	-17
COc1ccccc1-n1c(C)nnc1SCC(N)=O as listed: 1.0	-2	4.2	1	-2	-13	13	0	-3
C=CCn1cc(C(=O)NCCCOC)c(=O)c2cc(S(=O)(=O)N(CC)CC)ccc21 as listed: 0.8	3	-0.4	17	-4	-3	0	2	-13
CC(=O)Nc1ccc(S(=O)(=O)N[C@H](C(=O)O)C(C)C)cc1 as listed: 0.3	3	0.5	2	-2	-6	8	-3	1

Laid out differently: 7 of the compounds above
37. Cc1cc(CNC(=O)COc2ccc(C)c(C)c2)c2ccccc2n1
42. CC(=O)Nc1ccc(S(=O)(=O)N[C@H](C(=O)O)C(C)C)cc1
39. C=CCn1cc(C(=O)NCCCOC)c(=O)c2cc(S(=O)(=O)N(CC)CC)ccc21
43. COc1cc(C(=O)N2CCN(C(=O)CC(C)C)CC2)cc(OC)c1OC
31. COc1ccccc1-n1c(C)nnc1SCC(N)=O
35. CCc1ccc(NS(=O)(=O)c2ccc(OC)c3ncccc23)cc1
33. CCC(C)(C)C1CCC2(CC1)NC(=O)N(CC(=O)NCCc1ccc(OC)c(OC)c1)C2=O (configuration not stated)

| assay / compound | 37 | 42 | 39 | 43 | 31 | 35 | 33 |
| --- | --- | --- | --- | --- | --- | --- | --- |
| V1R ag counter | 2.4 | 0.3 | 0.8 | 0.5 | 1.0 | 8.7 | -0.1 |
| M1 antag | 2 | 3 | 3 | -32 | -2 | 4 | -2 |
| OXTR agonist | 0.2 | 0.5 | -0.4 | -0.3 | 4.2 | 3.7 | 0.5 |
| TAAR1 antag | -8 | 2 | 17 | -15 | 1 | -4 | -7 |
| CHRM1 agonist | -4 | -2 | -4 | 4 | -2 | -1 | -2 |
| OXTR potentiate | -20 | -6 | -3 | -4 | -13 | -13 | -6 |
| TAAR1 ag | 1 | 8 | 0 | 2 | 13 | 10 | 4 |
| M1 PAM | -7 | -3 | 2 | 10 | 0 | 2 | -2 |
| CHO parental Ca | -4 | 1 | -13 | -3 | -3 | -5 | -17 |
